Salmonella PhoP GFP – inhibitors of PhoP regulon expression, primary screen, Salmonella Typhimurium, GFP reporter (AID 1863); S. Typhimurium PhoP-regulated promoter GFP reporter, 4 h; higher % means a stronger effect; inhibition, % at 50 µM, or IC50 in µM where a hit was titrated; 300,000 compounds, 0.16% hits;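 active = inhibition over 29.93%, a cutoff 3 SD above the screen mean, later confirmed by dose response; inconclusive = inhibition over 29.93% but no dose response follow-up; inactive = inhibition at most 29.93% or unconfirmed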;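 note: 0% = low Mg2+ inducing control and 100% = high Mg2+ repressing control; strong numbers were not always called active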
RSV CPE inhibition – RSV antiviral activity via CPE protection, HEp-2 cells, primary 10 µM value included (AID 2391); HEp-2 cells, RSV-induced CPE inhibition; higher % means a stronger effect; one-dose CPE inhibition, % at 10 µM; IC50 in µM for titrated hits; 310,000 compounds, 0.13% hits; in the data active = a potency from the dose series; inconclusive = CPE inhibition mostly from about 23% at the one dose, without a potency; inactive = the rest, 99 in 100 with CPE inhibition below about 21%; note: strong numbers were not always called active
NTR1 ag – agonists of NTR1, primary screen, imaging, U2OS cells, beta-arrestin-GFP, high content (AID 493036); 330,000 compounds, 0.17% hits; NTR1-U2OS beta-arrestin-GFP spot imaging, agonist mode; Neurotensin receptor type 1 (Homo sapiens), P30989; activation, % at 20 µM;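 active = activation at or above 40% of the spot to cytoplasm intensity ratio, with at least 20 cells analyzed; inconclusive = wells under 20 cells, flagged as cytotoxic or low count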;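 note: 0% = DMSO without peptide and 100% = 100 nM NTR1 peptide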
Target sequence (P30989 whole entry, looked up): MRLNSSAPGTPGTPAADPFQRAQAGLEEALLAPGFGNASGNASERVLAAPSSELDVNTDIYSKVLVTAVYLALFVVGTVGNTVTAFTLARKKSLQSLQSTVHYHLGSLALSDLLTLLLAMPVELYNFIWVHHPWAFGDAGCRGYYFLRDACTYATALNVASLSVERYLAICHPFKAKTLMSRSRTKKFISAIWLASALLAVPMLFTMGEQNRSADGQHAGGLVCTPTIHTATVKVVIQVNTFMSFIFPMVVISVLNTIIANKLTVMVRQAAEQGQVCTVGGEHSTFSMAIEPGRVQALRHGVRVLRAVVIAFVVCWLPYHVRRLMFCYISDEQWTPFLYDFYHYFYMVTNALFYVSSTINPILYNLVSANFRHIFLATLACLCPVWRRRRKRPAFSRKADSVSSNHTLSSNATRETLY
TNAP activators – human TNAP enzyme activators, primary screen, biochemical, luminescent, no phosphate acceptor, uHTS (AID 1001); 200,000 compounds, 0.03% hits; one-dose activation fold at 20 µM; EC50 in µM for titrated hits; Alkaline phosphatase, tissue-nonspecific isozyme (Homo sapiens); purified TNAP, luminescent activation assay, no phosphate acceptor; higher activation fold means a stronger effect; in the data active = activation fold from about 3, or a potency from the dose series; inactive = the rest, 99 in 100 with activation fold below about 1.6; note: many of its hits are not listed in these tables
Myeloid diff 2 – induction of myeloid progenitor differentiation, primary screen, cell-based, flow cytometry, MLPCN library; ER-HoxA9 myeloid progenitors, lysozyme-GFP differentiation; calls only at 10 µM; 360,000 compounds, 1% hits;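 active = normalized GFP-positive differentiation at or above the plate's own cutoff, the solvent-only control mean plus 3 SD; inconclusive = no clear call, values can overlap the other calls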;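 note: cells exposed to compound for four days before flow analysis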
Large T inhibition – SV40 large T antigen inhibitors, biochemical (AID 1903); 310,000 compounds, 0.39% hits; inhibition, % at 20 µM; hits with a dose series show IC50 in µM; SV40 large T antigen ATPase/helicase inhibition assay; higher % means a stronger effect; in the data active = a potency from the dose series; inconclusive = inhibition mostly from about 32% at the one dose, without a potency; inactive = the rest, 99 in 100 with inhibition below about 32%; note: strong numbers were not always called active
K1F lysis inhibition – inhibition of K1F phage lysis, E. coli UTI89, bacterial capsule biogenesis inhibitors, alamar blue (AID 488966) | inhibition, % at 100 µM; hits with a dose series show IC50 in µM | E. coli UTI89 K1F phage lysis, alamar blue, 2 h; higher % means a stronger effect | 340,000 compounds, 0.02% hits;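 active = phage lysis inhibition, versus mean bacterial control, above a set limit; inconclusive = no clear call, values can overlap the other calls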;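 note: capsule biogenesis inhibitors block K1F phage lysis so surviving cells raise fluorescence; higher fluorescence means more inhibition of phage lysis; actives were called in the ten point dose series up to 300 µM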
MgcRacGAP inhibition – MgcRacGAP GTPase-activating activity inhibitors, confirmation, biochemical, ADP Hunter fluorescence; Rac GTPase-activating protein 1 (Homo sapiens); MgcRacGAP-stimulated Rac1 GTP hydrolysis, ADP Hunter fluorescence; higher % means a stronger effect; GST-tagged Rac1 F28L mutant substrate; inhibition, % at 30 µM, or IC50 in µM where a hit was titrated; 340,000 compounds, 0.6% hits;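 active = first-screen hits whose inhibition reached a set limit at any dose in the follow-up dose series; inconclusive = inhibition above the set first-screen limit but never retested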;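 note: fluorescence reports GDP produced by GAP-driven GTP hydrolysis; strong numbers were not always called active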
T cell HTS – modulators of CD8 T cell-vesicle binding, primary screen, mouse 2C CD8+ T cells, flow cytometry; calls only at 7 µM; AID 2052, 2009; 2C CD8+ T cell-vesicle binding; hits give low values; 330,000 compounds, 0.068% hits;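 active = response, share of CD8 T cells binding vesicles, and their 90th percentile fluorescence all below set limits, cut at about 80% in these data, passing the limit was not always enough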
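incubation = binding step 1.5 h, 37 °C, antibody labelling 20 min, ice | test system = 2C mouse CD8+ T cells | read-out basis = percent CD8+ FL2 mean versus row control | controls = Peptide-free naked vesicles (low) and QL9 vesicles with 0.7% DMSO vehicle (high) | detection = flow cytometry of vesicle-bound cells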
T cell HTS vesicle-bound % – second read-out of T cell HTS, no call of its own (marks repeat the call); double positive events, %; measured here: CD8+ vesicle-bound cell fraction;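 binding gate set so that unloaded-vesicle control wells show 10% double positive cells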
NTR1 ag cell count 20 µM – recorded beside NTR1 ag, whose call it bears; cell count; measured here: cell count, cytotoxicity flag
Myeloid diff 2 GFP+ MAC1+ % – recorded beside Myeloid diff 2, whose call it bears; GFP+ MAC1+ double positive, %; measured here: differentiation confirmed by MAC1 staining
Numbers without * were called inactive; i = inactive; ? = inconclusive; / = not tested or not shown; + = active, no number; [ ] = dose if it differs, or a comment.

mol	K1F lysis inhibition	MgcRacGAP inhibition	Myeloid diff 2 GFP+ MAC1+ %	Salmonella PhoP GFP	Large T inhibition	TNAP activators	Myeloid diff 2	NTR1 ag cell count 20 µM	T cell HTS vesicle-bound %	RSV CPE inhibition	NTR1 ag	T cell HTS
O=C1CCc2cc(S(=O)(=O)NC(C(=O)NCc3cccnc3)c3ccccc3)ccc2N1 (centres undefined)	-3.6%	5%	2.2	0%	7%	1.2	i	61	35	0.1%	2.3	i
COc1ccccc1N(C)S(=O)(=O)c1ccc(C(=O)OCC(=O)N2CCCCCC2)cc1	-0.5%	9%	0.5	10%	5%	1	i	37	23	2.8%	-1.0	i
CCn1cc(C(=O)N2CCCCC2)c(=O)c2cc(S(=O)(=O)N3CCC(C)CC3)ccc21	-0.2%	6%	0.5	2%	17%	1	i	75	7	-0.2%	-1.5	i
Cc1c(C(=O)NCC(c2ccco2)N2CCCC2)oc2ccc(Cl)cc12 (centres undefined)	0.8%	4%	1.7	-5%	14%	/	i	39	11	7.0%	1.0	i
CC(C)CN(C(=O)CN1CCN(c2ccccc2F)CC1)c1c(N)n(CC(C)C)c(=O)[nH]c1=O	3.1%	7%	0.7	-6%	2%	0.9	i	43	4	0.1%	0.2	i
O=[N+]([O-])c1ccc2c(c1)nc1n2CCN(c2ccccc2)C1	0.1%	13%	0.5	2%	15%	/	i	56	49	15%	6.0	i
CC(C)(C)NS(=O)(=O)c1ccc(Oc2ncc(C(F)(F)F)cc2Cl)cc1	-0.3%	4%	0.5	-12%	5%	1.1	i	83	62	1.7%	5.9	i
O=C(OCCOc1ccc(Br)cc1)c1ccc(Cl)nc1	-0.3%	-1%	/	14%	9%	1.1	?	29	44	-0.2%	-0.5	i
CC(=O)c1ccc(-c2ccc(C(=O)NC3CC(C)(C)NC(C)(C)C3)o2)cc1	0.8%[50 µM]	10%	0.5	1%	6%	/	i	68	40	-0.4%	1.1	i
COCCN1C(=O)c2ccc(C(=O)NCc3ccco3)cc2C1=O	1.8%[50 µM]	9%	1.5	-1%	9%	/	i	50	62	1.6%	-0.9	i
CCC(Sc1nc(-c2ccccc2)c(C#N)c(=O)[nH]1)C(=O)Nc1nnc(C)s1 (centres undefined)	-1.1%	5%	0.4	-12%	5%	1.1	i	88	43	0.4%	-2.4	i
CCOC(=O)c1noc(C)c1C(=O)Nc1cccc(F)c1	0.2%	7%	0.2	-4%	1%	1.1	i	40	56	-0.3%	-0.1	i
CC(=O)Nc1ccc(NS(=O)(=O)c2ccc3[nH]c(=O)[nH]c3c2)cc1	-0.9%	-1%	/	3%	8%	0.6	+	55	50	0.7%	-0.7	i
Cc1ccc(-c2nc3ccccc3[nH]2)cc1NC(=O)c1sc2cc(Cl)ccc2c1Cl	3.9%	3%	0.5	-1%	-4%	1	i	57	50	0.2%	0.7	i
COC(=O)c1ccc(Cn2nc(C)c(Br)c2C)cc1	3.2%	1%	0.2	15%	5%	1.1	i	60	38	1.4%	-1.8	i
Nc1nc(=S)[nH]c2c1C1(CCCC1)Cc1ccccc1-2	0.0%	-4%	0.0	-10%	-6%	0.9	i	45	65	3.9%	-1.6	i
CCC1(CC)NC(=O)N(CC(=O)OCC(=O)NC(=O)c2ccccc2)C1=O	0.0%	4%	0.7	2%	3%	1.1	i	62	27	-0.3%	-1.2	i
O=C(O)c1cccc(N=NN2CCOCC2)c1	/	/	0.3	-16%	20%	1.1	i	52	53	0.8%	-0.4	i
COc1ccc(/C=N\NC(=O)c2sccc2C)cc1Cn1nc(C)cc1C	-0.1%	9%	0.7	-1%	9%	/	i	48	11	4.7%	1.3	i
CCC(=O)Nc1ccc(C(=O)NNC(=O)C(c2ccccc2)c2ccccc2)cc1	0.9%	6%	0.3	-12%	15%	1.5	i	51	41	1.3%	-1.7	i
Cc1ccc(C(C(=O)NC(C)(C)C)N(CC2CCCO2)C(=O)c2csnn2)cc1 (centres undefined)	0.1%	7%	5.6	12%	-1%	/	i	60	54	0.5%	0.6	i
O=C(C1CC1)N1CCc2cc(S(=O)(=O)N3CCN(c4ccccc4)CC3)ccc21	-0.1%	12%	1.5	-13%	11%	/	i	68	38	15%	5.3	i
CC1CCCC(C)N1C(=O)C1CCCCC1 (centres undefined)	1.4%	5%	0.3	-5%	6%	1.1	i	44	39	1.6%	0.0	i
O=C(c1ccc(F)cc1)N(Cc1cccs1)C1CCS(=O)(=O)C1 (centres undefined)	-0.1%	-6%	5.2	-4%	4%	/	i	44	10	1.9%	-0.2	i
CCOc1c(Cl)cc(/C=C/C(=O)N(CC)CC(=O)Nc2ccc(NC(C)=O)cc2)cc1OC	-2.2%	1%	/	6%	10%	/	/	65	42	1.3%	-1.3	i
O=C1C2C3C=CC(C3)C2C(=O)N1c1ccc(Cc2ccncc2)cc1 (centres undefined)	2.7%	-4%	0.2	9%	3%	1	i	49	46	-0.4%	2.0	i
Cc1cccc(NC(=O)NNC(=O)c2ccc3ccccc3c2O)c1	0.3%	11%	0.5	6%	17%	/	i	77	67	0.6%	0.9	i
Cc1nc2nc(-c3ccco3)[nH]n2c(=O)c1C	i	2%	10	-16%	11%	1.1	i	71	23	1.4%	-0.8	i
C/C(=N\NC(=O)CC1N=C(Cc2ccccc2)NNC1=O)c1ccc(Cl)cc1Cl (centres undefined)	2.7%	1%	1.3	2%	-5%	1	i	67	36	0.2%	-0.6	i
CCc1nn(CC(=O)NCCCN(CC)Cc2ccccc2)c(=O)c2cc3sccc3n12	2.6%	9%	1.7	-8%	1%	1.2	i	57	12	-0.7%	3.4	i
COc1cccc2sc3ccc(NCCC4CCCN4C)cc3c(=O)c12 (centres undefined)	0.5%	15%	2.5	/	13%	/	i	41	13	-3.2%	0.1	i
CCOc1ccccc1NC(=O)c1ccc2c(=O)n3c(nc2c1)CCCCC3	-0.1%	9%	0.9	-2%	11%	/	i	49	44	0.5%	0.7	i
O=C(COc1ncnc2sccc12)N1CCc2ccccc2C1	-0.8%	2%	1.5	8%	3%	1.1	i	69	22	4.1%	1.8	i
CCOC(=O)C(NC(=O)Nc1ccc(F)cc1)(OCC)C(F)(F)F (centres undefined)	0.4%	8%	1.0	5%	5%	1.1	i	63	37	1.3%	-0.6	i
COc1ccc(C(=O)Nc2cc(OC)c(Cl)cc2OC)cc1	-0.9%	1%	0.1	1%	7%	1.1	i	44	30	3.1%	-0.1	i
CCc1nnc(NC(=O)c2cccc(S(=O)(=O)N3CCN(C(C)=O)CC3)c2)s1	0.5%[50 µM]	1%	0.8	/	/	/	i	59	44	2.0%	-0.2	i
C/C(=N\NC(=O)c1ccc(NS(=O)(=O)c2cccs2)cc1)c1ccc(Cl)cc1	0.3%[50 µM]	11%	0.1	-18%	-5%	1.1	i	73	7	2.2%	2.7	i
COCCN(C(=O)COC(=O)CCc1nc2ccccc2s1)c1c(N)n(Cc2ccccc2)c(=O)[nH]c1=O	1.6%[50 µM]	4%	0.3	-6%	5%	/	i	70	60	1.9%	0.3	i
O=C1C=C(c2ccc3ncccc3c2)C[C@@H](c2ccc(F)cc2)C1	0.2%	2%	1.1	/	/	/	i	40	32	25%	0.7	i
C=C(C)CSc1nc2ncc(Cl)cc2[nH]1	0.3%	6%	0.6	9%	-1%	0.7	i	75	42	-0.3%	1.6	i
Cc1ccc(N=C2CCCCCN2C)c(C#N)c1	0.1%	4%	0.8	5%	15%	1	i	86	24	1.0%	2.2	i
CCC(Sc1nncn1C)C(=O)Nc1cc(C)on1 (centres undefined)	-1.0%	5%	0.3	-4%	13%	1.1	i	61	30	0.4%	0.9	i
O=C(Nc1cccnc1Cl)C1c2ccccc2Oc2ccccc21	2.0%	18%	1.3	15%	-14%	1	i	37	51	1.0%	1.5	i
CN(C)C(=O)CSc1n[nH]c(=O)[nH]c1=O	-0.1%	2%	0.1	3%	1%	1.1	i	60	52	1.4%	3.4	i
CCCOC(=O)C1C2C=CC3(CN(c4cccc(Cl)c4)C(=O)C13)O2 (centres undefined)	6.0%	3%	1.2	8%	6%	1.1	i	54	27	1.6%	2.1	i
CCOC(=O)c1c(N)nn(C(=O)CC)c1-c1ccccc1	-0.5%	6%	0.5	-2%	7%	0.9	i	81	13	2.6%	-0.4	i
COc1cc(/C=C/C(=O)OCC(=O)NCc2cccs2)ccc1OCC#N	3.1%	3%	0.2	0%	16%	1.1	i	45	0	1.9%	1.0	i
Cc1nn(C)c(C)c1CNC(=O)c1cnn2c1NC(c1ccccc1)CC2C(F)(F)F (centres undefined)	1.0%[50 µM]	3%	1.0	3%	1%	1.1	i	42	39	2.3%	-0.4	i
CC(/C=N/NC(=O)CSc1n[nH]c(=O)[nH]c1=O)=C\c1ccccc1	-0.9%[50 µM]	10%	2.2	2%	7%	/	i	40	20	1.3%	-0.6	i
O=C(CN1CSCC1=O)N1CCN(S(=O)(=O)c2ccc(Cl)cc2)CC1	0.0%[50 µM]	-1%	0.6	/	/	/	i	59	37	0.0%	1.0	i
CS(=O)(=O)N(CC(=O)N1CCCCCC1)c1ccc(Br)cc1	-0.1%	6%	2.6	-2%	-1%	1.1	i	76	20	0.7%	0.2	i
CCOC(=O)N1CCN(C(=O)c2cnc(Nc3ccccc3OC)c3ccccc23)CC1	0.4%	13%	0.0	26%	20%	1.1	i	90	30	0.5%	-2.0	i
